Vif-A3F inh = Vif-A3F binding inhibition | hit rate 0.2% among 390,000 | HeLa A3F-eYFP + Vif (tagged APOBEC3F with the HIV-1 protein that degrades it), YFP fluorescence increase | Potency, µM (series often up to 46.1 µM), inactives show at the top dose activity, negative = active; note: potency is the fitted concentration of half-maximal effect; % of control where 0% means no effect; nearly all actives have a fitted effect of over 65% in size
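HeLa cells stably expressing A3F-eYFP plus Vif, plated and incubated overnight at 37 deg C, then exposed to compounds overnight at 37 deg C. Blocked degradation read as raised yellow fluorescence (Ex 488/Em 500-530).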
Vif-APOBEC3G blk = inhibitors of Vif-APOBEC3G interaction | HeLa A3G-eYFP + Vif (tagged APOBEC3G with the HIV-1 protein that degrades it), YFP fluorescence, overnight | Potency, µM (titrated, usually from 46.1 µM), inactives show top-dose activity, negative = active, hits mostly inhibitors | hit rate 0.076% among 410,000 | Q9HC16 | AID 602310;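 note: potency is the fitted concentration of half-maximal effect; % is set by controls: 0 for no effect and ±100 for the full control effect; nearly all actives have a fitted effect of over 60% in size; hits raise eYFP signal because A3G escapes Vif-driven loss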
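Read-out is eYFP fluorescence (Ex 488/Em 500-530) from Vif-expressing HeLa A3G-eYFP cells; more signal means A3G escaped Vif-mediated degradation. Cells plated overnight, compound pinned in, incubated overnight at 37 deg C.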
TrxR1 substrate = is turned over as a substrate by rat TrxR1; O89049; purified TrxR1 substrate turnover, NADPH consumption readout; Potency, µM (doses to about 114 µM), for inactives: top-dose activity change, negative = substrate turnover; hit rate 0.01% among 390,000; AID 588456; note: potency is the fitted concentration of half-maximal effect; % is set by controls: 0 for no effect and ±100 for the full control effect; nearly all actives have a fitted effect of over 50% in size
Target sequence (O89049 whole entry, looked up): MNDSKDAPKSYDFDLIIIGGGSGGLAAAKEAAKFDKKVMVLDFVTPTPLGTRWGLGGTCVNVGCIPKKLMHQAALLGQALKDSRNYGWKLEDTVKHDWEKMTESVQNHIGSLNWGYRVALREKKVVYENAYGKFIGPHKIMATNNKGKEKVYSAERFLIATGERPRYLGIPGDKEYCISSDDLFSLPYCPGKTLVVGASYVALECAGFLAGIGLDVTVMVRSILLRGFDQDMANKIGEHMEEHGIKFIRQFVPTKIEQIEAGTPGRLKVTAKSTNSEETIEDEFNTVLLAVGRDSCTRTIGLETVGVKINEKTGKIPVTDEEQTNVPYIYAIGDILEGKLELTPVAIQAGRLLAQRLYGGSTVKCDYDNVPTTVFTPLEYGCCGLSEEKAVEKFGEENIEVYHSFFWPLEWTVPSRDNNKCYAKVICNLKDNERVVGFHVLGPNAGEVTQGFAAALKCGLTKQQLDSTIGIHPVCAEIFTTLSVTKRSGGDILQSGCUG
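Rat TrxR1, dispensed at 90 nM, was prereduced with 400 uM NADPH (final) for 5 min at ~22 deg C, then incubated with compound 15 min before 400 uM selenite. A first-read NADPH fluorescence drop versus no-compound background flagged substrates.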
TrxR1 inh = inhibitors of rat thioredoxin reductase 1; O89049; recombinant rTrxR1, NADPH fluorescence consumption, selenite substrate; Potency, µM (top dose mostly 114 µM), inactives show top-dose activity change, negative = inhibition, usual class: inhibitors; hit rate 1% among 390,000; note: potency is the fitted concentration of half-maximal effect; % is set by controls: 0 for no effect and ±100 for the full control effect; nearly all actives have a fitted effect of over 65% in size
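Rat TrxR1 (90 nM in the dispensed reagent) was pre-reduced with 400 uM NADPH for 5 min at room temperature, then incubated with compound for 15 min. After 400 uM selenite was added, NADPH fluorescence (Ex 340/Em 450 nm) was followed for 8 min.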
USP1 inh = blocks the human USP1/UAF1 deubiquitinase complex; Potency, µM (doses to about 57.1 µM), inactives show at the top dose activity change, negative = inhibition, actives largely listed as inhibitors; hit rate 0.23% among 390,000; recombinant USP1/UAF1, Ub-Rhodamine cleavage fluorescence; O94782; note: potency is the fitted concentration of half-maximal effect; % is set by controls: 0 for no effect and ±100 for the full control effect; nearly all actives have a fitted effect of over 60% in size; inactives centre near -12
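High-throughput fluorogenic screen: 1nM USP1/UAF1 complex, Ub-Rho substrate 150nM final, 50mM HEPES pH 7.8 with 0.5mM EDTA, 0.1 mg/ml BSA, 1mM TCEP and 0.01% Tween-20.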
mIDH1 inhibitor = human IDH1 R132H inhibition. O75874. IDH1-R132H enzyme, NADPH consumption, diaphorase/resazurin fluorescence. Potency, µM (series often up to 76.6 µM), for the others: at the top dose activity change, negative = inhibition, usual class: inhibitors. hit rate 0.093% among 390,000. AID 602179; note: potency is the fitted concentration of half-maximal effect; % is set by controls: 0 for no effect and ±100 for the full control effect; nearly all actives have a fitted effect of over 65% in size
Target sequence (O75874 whole entry R132H, stated change not applied): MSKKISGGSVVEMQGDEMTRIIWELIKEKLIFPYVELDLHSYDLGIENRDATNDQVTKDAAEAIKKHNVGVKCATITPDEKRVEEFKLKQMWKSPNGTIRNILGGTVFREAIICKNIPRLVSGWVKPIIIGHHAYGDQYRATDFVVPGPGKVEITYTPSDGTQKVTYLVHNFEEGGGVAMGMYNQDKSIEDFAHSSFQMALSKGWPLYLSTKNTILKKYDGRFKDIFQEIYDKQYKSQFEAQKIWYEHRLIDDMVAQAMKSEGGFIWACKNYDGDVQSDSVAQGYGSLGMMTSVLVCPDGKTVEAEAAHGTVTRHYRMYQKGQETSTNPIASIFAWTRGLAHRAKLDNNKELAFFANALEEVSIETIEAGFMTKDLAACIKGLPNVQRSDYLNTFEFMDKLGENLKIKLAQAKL
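IDH1-R132H (0.5 ug/mL dispensed) in pH 7.5 Tris buffer was preincubated 30 min with compound, then given a substrate mix of 0.016 mM NADPH and 2 mM alpha-KG for 80 min at room temperature; remaining NADPH was read by diaphorase/resazurin fluorescence.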
RGS4 inhibitor = inhibitors of human regulator of G protein signaling 4. P49798. Transcreener GDP fluorescence polarization, RGS4-accelerated GTP hydrolysis. Potency, µM (top dose mostly 114 µM), inactives show top-dose activity change, negative = inhibition, actives largely listed as inhibitors. hit rate 0.039% among 390,000. AID 504845; note: potency is the fitted concentration of half-maximal effect; % is set by controls: 0 for no effect and ±100 for the full control effect; nearly all actives have a fitted effect of over 75% in size; some results filed as inactive show a strong effect at the top dose
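MLSMR compounds (23 nl, pin-transferred) preincubated 10 min at room temperature with a 500nM (2x) first reagent, then RGS4 at 900nM (2x) plus Transcreener GDP mix added; fluorescence polarization (620/688 nm) read before and after 90 min at 30 °C.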
Glioma ERSR ind = ER stress response induction in glioma; U87-MG GRP78 promoter luciferase reporter, 16 h; Potency, µM, without a hit: at the top dose activation, actives largely listed as activators; hit rate 0.02% among 420,000; AID 602332; note: potency is the fitted concentration of half-maximal effect; series mostly up to about 76 µM; % of control where 0% means no effect; nearly all actives have a fitted effect of over 35% in size
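Stably transfected U87-MG glioma cells carrying a GRP78-based luciferase sensor; 16 h compound incubation. Luminescence end-point read 10 min after Bright-Glo addition at room temperature.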
LDHA block = inhibitors of human lactate dehydrogenase A. P00338. purified LDHA, NADH/diaphorase-resazurin fluorescence; active compounds read low. activity change, % (values are at about 110 or 230 µM). hit rate 0.15% among 480,000. AID 1347041; in the data active = activity change below about -30%; inconclusive = mostly about -25% to -30%;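 note: plate controls were DMSO wells for no effect and wells without enzyme for full effect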
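Human LDH5 at 2 nM final in Tris HCl pH 7.4 with 0.06 mM NADH and 0.2 mM pyruvate, reacted 5 minutes at room temperature. Remaining NADH coupled via diaphorase/resazurin; resorufin fluorescence read at 0 and 20 minutes, normalized to enzyme-free and DMSO wells.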
An asterisk follows results filed as active; ? = inconclusive; · = not tested or not shown; & = joins results of further samples; [ ] = another dose, or the depositor's remark. Unless noted, calls come from the whole dose curve; as a rule, active = well fitted curve in the direction sought with a large enough effect; inconclusive = small, poorly fitted or top-dose-only effect, or another doubt; inactive = no such curve, though single readings can be large; an effect the other way counts as inactive or inconclusive.

SMILES	Vif-A3F inh	Vif-APOBEC3G blk	TrxR1 substrate	TrxR1 inh	USP1 inh	mIDH1 inhibitor	RGS4 inhibitor	Glioma ERSR ind	LDHA block
COc1ccc(C(=O)Nc2cc3c4c(c2)C(C)C(=O)N4CCC3)c(OC)c1 (stereo not given)	0.2%	-2.6%	-4.3%[57.1 µM]	-2.0%[57.1 µM]	-9.5%	0.0%	9.4%	5.0%	-9.1
COc1ccccc1CNC(=O)CCNS(=O)(=O)c1ccc2[nH]c(=O)oc2c1	-3.2%	1.3%	6.3%	19.3%	-23.6%	6.2%	-32.7%[56.9 µM]	3.8%	-0.8
CC1(C)Cc2ccccc2-c2nc3n(c(=O)c21)CCS3	-14.8%	-8.8%	-0.9%[57.1 µM]	4.1%[57.1 µM]	-22.6%	-1.6%	8.0%	-3.8%	0.3
O=C(Nc1ccc2nc(-c3ccccn3)c(-c3ccccn3)nc2c1)N1CCOCC1	-9.7%	-0.7%	69.5%	11.8%[11.4 µM]	-2.2%	4.0%	-3.5%	-4.1%	20.4
COc1ccc(C(=O)N(CN2CCCC2=O)c2cc(C)on2)cc1OC	-3.4%	1.3%	2.8%	10.2%	-19.4%	-1.5%	-4.2%	-4.0%	-5.0
CCc1c(C)c2ccc(OCC(=O)NCC3CCC(C(=O)O)CC3)cc2oc1=O (stereo not given)	-5.9%	-0.2%	202.4%[activator]	6.9%	-18.3%	-5.4%	-2.1%	-2.5%	-4.7
COc1ccc(/C=N/N(CCC(=O)NC(C)(C)C)C2=NS(=O)(=O)c3ccccc32)cc1	-10.7%	-3.0%	49.4%	56.0%	-12.4%	-0.8%	-9.9%	-0.6%	6.3
COc1ccc(-c2cc(-c3cccs3)c(C#N)c(SCC(=O)NCc3ccco3)n2)cc1	-3.3%	?	30.4%	22.4%	-3.9%	7.1%	-0.1%	-3.7%	1.6
CC(C)c1nnc(NC(=O)C2CCCCC2)s1	-4.7%	2.5%	6.7%[57.1 µM]	13.3%[57.1 µM]	-13.9%	-2.9%	5.0%	3.7%	-7.8
O=C(CN1CCN(Cc2ccccc2)CC1)Nc1ccccc1	-18.9%	-0.3%	7.3%	10.5%[57.1 µM]	-11.8%	1.8%	3.1%	-1.5%	-3.2
O=C1C(=O)N(Cc2cccc([N+](=O)[O-])c2)c2ccccc21	6.1%	-6.0%	-6.8%	9.4%[57.1 µM]	-14.4%	3.7%	-23.8%	-4.5%	13.4
Cc1cc(I)ccc1Nc1nc(NCCN2CCOCC2)nc(N2CCOCC2)n1	·	-4.4%	-14.5%	?	·	·	·	-1.7%	-1.8
Cc1ccsc1CN(C)CC(=O)Nc1ccc([N+](=O)[O-])cc1Cl	-9.7%	-7.1%	-9.4%	-5.6%	-11.6%	-0.6%	8.0%	4.9%	-3.4
C[C@H](CO)N1C[C@H](C)[C@@H](CN(C)S(C)(=O)=O)Oc2c(NC(=O)Nc3ccccc3)cccc2C1=O	7.6%	-0.3%	12.2%[57.1 µM]	15.8%[57.1 µM]	-13.8%	9.2%	15.0%	-1.9%	-3.6
CCNS(=O)(=O)c1ccc(NC(=O)c2ccccc2SCCOC)cc1	2.1%	2.0%	-6.6%	-2.3%	-13.7%	1.5%	-19.0%	-3.8%	-0.2
COC(=O)Cn1cnc2sc(C)c(S(=O)(=O)N3CCN(c4ccccc4OC)CC3)c2c1=O	-0.6%	-1.6%	1.3%	5.1%	-8.0%	10.2%	-14.1%	-1.0%	-2.9
Cc1cc(-c2n[nH]c(=S)n2/N=C/c2sccc2C)n[nH]1	-6.8%	0.1%	-4.6%	-15.0%	-19.3%	0.3%	-33.6%	-2.4%	-5.8
Cc1ccc(NC(=O)CCC(=O)NNS(=O)(=O)c2ccc(Cl)cc2)cc1C	7.4%	1.3%	-5.0%	1.3%	-16.0%	1.6%	-5.8%	-3.4%	-0.9
Cc1ccc(S(=O)(=O)N2CCCC2CNC(=O)C(=O)Nc2ccc(F)cc2F)cc1 (stereo not given)	-2.7%	-9.9%	-2.6%	3.4%	-17.7%	7.4%	-25.7%	-1.9%	-5.7
COc1ccc(S(=O)(=O)Nc2ccc(N3CCOCC3)cc2)cc1Br	-12.0%	3.5%	-12.6%	-4.5%	-5.7%	-0.4%	-4.8%	-4.7%	-0.5
COc1ccc(C(=O)NCCS(=O)(=O)NCc2cccs2)cc1	1.1%	1.5%	1.6%[57.1 µM]	9.7%[57.1 µM]	-1.3%	-6.8%	8.1%	-2.6%	-4.7
O=C1C(Cc2ccccc2)Nc2ncnc(N3CCOCC3)c2N1Cc1ccc(Cl)cc1 (stereo not given)	-4.5%	0.2%&-4.6%	1.4%	-7.4%	-30.2%	2.2%	?	-4.6%&-6.8%	-3.6&-1.9
COc1ccc(C(=O)N2CCN(c3ccccn3)CC2)cc1[N+](=O)[O-]	0.4%	-1.9%	-5.7%	13.1%[57.1 µM]	-5.8%	5.4%	-2.7%	-6.7%	0.4
O=C(Nc1cccc(Cl)c1)c1ccc(F)c(S(=O)(=O)N2CCC3(CC2)OCCO3)c1	0.1%	3.3%	-0.7%[57.1 µM]	8.9%[57.1 µM]	-12.0%	-5.4%	-12.7%	-1.5%	-0.8
Clc1ccc(-c2csc(N/N=C/c3cccnc3)n2)c(Cl)c1	0.3%	-13.9%	4.5%[57.1 µM]	-8.7%[57.1 µM]	-1.8%	-2.9%	-5.7%	-4.1%	0.1

Following part
SMILES	Vif-A3F inh	Vif-APOBEC3G blk	TrxR1 substrate	TrxR1 inh	USP1 inh	mIDH1 inhibitor	RGS4 inhibitor	Glioma ERSR ind	LDHA block
CCCCCc1nnc(NC(=O)c2cccc(S(=O)(=O)N3CCOCC3)c2)s1	5.5%	-0.5%	-6.2%	-1.4%	-8.4%	7.2%	?	-4.7%	-11.8
O=C1N/C(=N/N=C/c2ccc(O)cc2)SC1Cc1ccccc1 (stereo not given)	-11.2%	-3.3%	-4.1%	11.1%	-3.9%	-3.2%	6.5%	0.2%	-13.1
CC1(C)CC(=O)C(Sc2ccc(Br)cc2)=C(O)C1	-6.7%	-1.5%	1.5%[57.1 µM]	19.5%[57.1 µM]	-22.0%	1.0%	-15.0%	-1.1%	1.6
Cc1ccccc1NC(=O)C(=O)NCC1(c2ccccc2)CCCC1	7.4%	-5.6%	-0.1%	7.3%	?	0.4%	20.5%	-4.0%	1.4
N#Cc1cccnc1N1CCC(C(N)=O)CC1	7.4%	1.8%	53.4%[activator]	35.8%	-15.8%	-13.2%	8.4%	1.5%	-6.4
CCCC(=O)Oc1c(Sc2ccc(C)cc2)c(C)nn1-c1ccccc1	-1.2%	1.8%	-5.6%[2.29 µM]	35.4%	-15.8%	-6.3%	-112.5%	1.2%	-1.4
Cc1sc2ccc3sccc3c2[n+]1C	-23.9%	-0.9%	8.7%	51.2%[activator]	-18.7%	9.5%	?	-4.4%	-5.1
CC1CCC2(CC1)NC(=O)N(CC(=O)Nc1sc3c(c1C(N)=O)CCC3)C2=O (stereo not given)	1.2%	-7.0%	5.2%	-3.2%	-16.9%	-3.4%	-28.9%	-3.4%	2.7
Cc1ccc(Nc2ncnc3sc(C)c(C)c23)cc1	-14.8%	0.2%	7.9%	20.1%	-5.3%	10.2%	33.3%	2.6%	-7.3
Cc1cc(/C=C2/C(=O)NN(c3ccccc3)C2=O)c(C)n1-c1ccc(O)cc1	0.9%	0.3%	-13.2%	-14.2%	-12.5%	1.2%	-21.0%	-8.6%	-1.8
Cc1nc(SCC(=O)Nc2nsc(-c3ccc(C(C)(C)C)cc3)n2)c2c3c(sc2n1)CCCC3	10.0%	5.1%	-0.9%	15.3%	-21.5%	8.8%	-4.3%	-2.0%	-2.7
COc1ccc(NC(=O)CCNC(=O)N2CC(=O)Nc3ccccc32)cc1	-3.0%	4.6%	·	·	-23.4%	-4.9%	·	-2.8%	-7.8
Cc1cc(C)c(Cn2cnc3ccccc32)c(C)c1	-4.7%	-14.0%	-10.5%	6.0%	-7.4%	5.5%	22.3%	1.5%	-2.4

Quoted at random: 4 records from the list, in no set order.
SMILES	Vif-A3F inh	Vif-APOBEC3G blk	TrxR1 substrate	TrxR1 inh	USP1 inh	mIDH1 inhibitor	RGS4 inhibitor	Glioma ERSR ind	LDHA block
Cc1ccc(S(=O)(=O)N2CCCC2CNC(=O)C(=O)Nc2ccc(F)cc2F)cc1 (stereo not given)	-2.7%	-9.9%	-2.6%	3.4%	-17.7%	7.4%	-25.7%	-1.9%	-5.7
COc1ccc(C(=O)N2CCN(c3ccccn3)CC2)cc1[N+](=O)[O-]	0.4%	-1.9%	-5.7%	13.1%[57.1 µM]	-5.8%	5.4%	-2.7%	-6.7%	0.4
COc1ccccc1CNC(=O)CCNS(=O)(=O)c1ccc2[nH]c(=O)oc2c1	-3.2%	1.3%	6.3%	19.3%	-23.6%	6.2%	-32.7%[56.9 µM]	3.8%	-0.8
CC1CCC2(CC1)NC(=O)N(CC(=O)Nc1sc3c(c1C(N)=O)CCC3)C2=O (stereo not given)	1.2%	-7.0%	5.2%	-3.2%	-16.9%	-3.4%	-28.9%	-3.4%	2.7

These rows are one share of the data; count on the stated rates, not on these rows.
